PDI inh – PDI (human) enzyme inhibition; AID 588391; P07237; inhibition, % at 10 µM; PDI insulin aggregation turbidity, A650, 90 min; 350,000 tested, 0.052% active;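 active = mean inhibition across replicates of 30% or more, whatever share of single replicates reach that level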;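 note: absorbance from insulin aggregation driven by PDI reduction with DTT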
Target sequence (P07237 whole entry, looked up): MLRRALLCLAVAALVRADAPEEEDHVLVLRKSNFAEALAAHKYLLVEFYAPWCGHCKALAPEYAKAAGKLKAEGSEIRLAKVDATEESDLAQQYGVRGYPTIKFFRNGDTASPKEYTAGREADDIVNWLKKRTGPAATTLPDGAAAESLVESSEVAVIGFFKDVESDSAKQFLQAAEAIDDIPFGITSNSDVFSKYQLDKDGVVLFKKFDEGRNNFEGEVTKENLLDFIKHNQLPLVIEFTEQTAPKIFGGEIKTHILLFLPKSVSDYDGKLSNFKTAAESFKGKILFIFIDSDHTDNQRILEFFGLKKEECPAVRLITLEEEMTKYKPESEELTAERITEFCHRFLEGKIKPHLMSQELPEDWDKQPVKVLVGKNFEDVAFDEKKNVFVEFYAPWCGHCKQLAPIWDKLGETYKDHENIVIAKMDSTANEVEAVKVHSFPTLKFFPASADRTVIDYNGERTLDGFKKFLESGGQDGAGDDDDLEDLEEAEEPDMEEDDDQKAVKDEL
iPSC survival up – enhancers of human iPSC single-cell survival | hiPSC single-cell survival, ATPlite luminescence; 100% = ROCK inhibitor wells, 0% = DMSO | 360,000 tested, 0.044% active | survival enhancement, % at 20 µM; in the data active = survival enhancement above about 18%;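 note: cells exposed to compounds for 16 hours before the ATP read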
Exocytosis inh – lytic granule exocytosis inhibition. AID 651702. 360,000 tested, 0.66% active. inhibition, % at 10 µM. TALL-104 LAMP-1 surface exposure, flow cytometry; cells stimulated with thapsigargin and PMA;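 active = inhibition above about 55%, limit read from the data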
m5-HT2A agonist – mouse HTR2A agonism via beta-arrestin recruitment; P35363; CHO-K1 mHTR2A beta-arrestin complementation, luminescence; percent of 30 µM serotonin response; activation, % at 7.6 µM; 360,000 tested, 0.66% active; AID 624169;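 active = activation above a run cutoff, the mean activation of all tested compounds plus 3 SD, cut at about 14% in these data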;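 note: 0% = plate median of compound wells and 100% = 30 µM serotonin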
Target sequence (P35363 whole entry, looked up): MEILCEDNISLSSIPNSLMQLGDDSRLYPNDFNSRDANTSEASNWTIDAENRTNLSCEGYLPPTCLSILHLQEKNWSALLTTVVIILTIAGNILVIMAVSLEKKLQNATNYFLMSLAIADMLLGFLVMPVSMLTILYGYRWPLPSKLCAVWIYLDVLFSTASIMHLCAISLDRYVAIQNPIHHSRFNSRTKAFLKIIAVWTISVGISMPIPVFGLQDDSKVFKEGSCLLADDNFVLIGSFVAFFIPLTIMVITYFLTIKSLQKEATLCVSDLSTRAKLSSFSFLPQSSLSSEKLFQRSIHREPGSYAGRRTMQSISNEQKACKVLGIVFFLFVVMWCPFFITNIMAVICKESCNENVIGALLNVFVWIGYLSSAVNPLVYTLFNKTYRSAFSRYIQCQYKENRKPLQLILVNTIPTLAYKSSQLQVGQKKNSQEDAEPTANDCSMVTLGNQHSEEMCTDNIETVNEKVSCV
Vif inh – blocks HIV Vif function; HEK293T cells, Vif self-association by quenched fluorescence, imaging, 24 h; 340,000 tested, 0.35% active; inhibition, % at 7.49 µM; AID 602346; in the data active = inhibition above about 50%, passing the limit was not always enough; note: some results filed as inactive read as strong as hits
Cardio protect – myocardial damage modulation in H9c2 cells | 360,000 tested, 0.63% active | H9c2 cardiomyocytes, H2O2 injury protection, ATPLite, 2 h | protection from H2O2 cell death, % at 20 µM | AID 588492;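 active = compounds giving at least 50% protection of heart cells from peroxide-induced death in the single-dose screen, raw or plate-pattern-corrected value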;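 note: 0% = DMSO wells with peroxide and 100% = DMSO wells without peroxide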
CaV13 ICDI inh – Primary screen for inhibitors of IQ motif and Ca2+-dependent inactivation inhibitor domain binding in CACNA1D, Förster resonance energy transfer in living cells, …; HEK cells, CFP/YFP FRET ICDI-IQ, plate reader, 10 min; percent FRET-ratio fall versus neutral wells; inhibition, % at 12.3 µM; 340,000 tested, 0.098% active;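 active = mean replicate inhibition of at least 30% and at least 1% of replicates passing that level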;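 note: 0% = median of the neutral control wells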
aDG glyco act – alpha-DG glycosylation activation | Pro5-aDG cells, alpha-DG glycosylation AlphaScreen (IIH6); 0% Pro5, 100% B10-LARGE cell signal | 360,000 tested, 0.22% active | activation, % at 10 µM | AID 624168;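 active = activation of at least 8% versus controls, or a plate z-score of at least 8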;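 note: Pro5 are CHO cells carrying HIG-tagged alpha-DG that lacks glycosylation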
Glyco luc inh – N-linked glycosylation inhibition | D54 ERlucT glycosylation luciferase reporter, 24 h; percent of 100 nM tunicamycin response | 360,000 tested, 0.23% active | reporter increase, % at 12.5 µM;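 active = mean luciferase reporter signal, scaled so untreated is 0 and the glycosylation-blocking control 100, at or above a set limit in every replicate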;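 note: luciferase carries N-glycosylation sites so blocking glycosylation raises the light; 0% = median of neutral control wells and 100% = median of 100 nM tunicamycin wells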
ABCB6 inh 2 – inhibitors of human ABC transporter ABCB6; fluorescence ratio to DMSO, % at 10 µM; 360,000 tested, 0.19% active; AID 602162; Q9NP58; K562-ABCB6 porphyrin accumulation, flow cytometry, 1 h; stronger effect = lower value;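 active = fluorescence ratio to DMSO below 75%, the collection mean minus 3 SD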;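 note: signal is porphyrin accumulated inside mitochondria; 100% equals median channel fluorescence of DMSO control wells; lower ratio means ABCB6 inhibition with less porphyrin fluorescence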
The depositor's hits bear a star; / = not tested or not shown.

SMILES	PDI inh	iPSC survival up	Exocytosis inh	m5-HT2A agonist	Vif inh	Cardio protect	CaV13 ICDI inh	aDG glyco act	Glyco luc inh	ABCB6 inh 2
Cc1ccc([N+](=O)[O-])cc1N=C(c1cccc(Br)c1)N1CCOCC1	5	-2.7	3	-3	-5	-6	-5	-0.1	0	91
Cc1ccc(NC(=O)CCC(=O)NNS(=O)(=O)c2ccccc2)c(C)c1	-8	-1.7	1	-1	1	0	/	-0.2	4	116
O=C(N/N=C/c1ccncc1)C1CC1(c1ccccc1)c1ccccc1 (stereo not given)	-15	-0.3	9	3	-14	-4	-14	0.0	-3	102
CCOC(=O)C(=NC(C)CC)NNc1ccc(Br)cc1 (stereo not given)	-7	-1.4	3	-2	-4	4	-1	-0.1	2	101
CCOC(=O)c1nn(-c2ccccc2C)c(=O)c(C#N)c1C	-3	-1.6	-2	7	6	0	-2	0.2	-1	104
C=CCNC(=O)COc1ccc(S(=O)(=O)Nc2ccc(OCC)cc2)cc1	-2	4.7	-1	0	3	8	-4	0.0	-1	98
Cc1[nH]c2c(C)cccc2c1CC(=O)O	26	-0.6	0	1	11	-5	-6	0.5	2	103
CCOc1ccc(C2C(C(=O)c3cccs3)=C(O)C(=O)N2Cc2cccnc2)cc1OC (stereo not given)	5	-0.1	-6	-2	3	-1	-1	0.3	2	99
CC(=O)NC(=S)Nc1sc2c(c1C#N)CCCCC2	-16	-0.6	-7	2	-2	-30	-5	-0.2	-12	99
O=C(C[C@H]1C[C@H](C(=O)N2CCOCC2)[C@@]2(CCC3CCCC3)c3[nH]c4cc(-c5ccco5)ccc4c3CCN2C1=O)NCC12CC3CC(CC(C3)C1)C2	3	-1.4	-1	1	-1	-11	-8	0.1	-4	98
CCOC(=O)CSc1nnc(CNC(=O)c2cccs2)n1Cc1ccccc1	2	-1.0	-1	-1	7	10	-3	-0.3	1	97
COc1ccc(C(C)C)cc1S(=O)(=O)NCc1ccccn1	-1	-1.9	-7	-3	-5	5	-4	-0.1	1	101
Cc1csc(NC(=O)CSc2nccn2C)n1	2	-0.5	-12	0	7	13	-6	0.0	1	101
Cc1ccc(C(C)C)c(OCc2n[nH]c(=S)o2)c1	-2	1.1	0	3	12	-4	2	-0.3	0	103
CC(C)(C)C(=O)NCCc1nc2ccccc2n1CC(=O)c1ccc(Cl)cc1	/	-0.4	-1	-10	-5	-2	-10	0.1	-1	92
COc1ccc(/C=N/n2cnnc2)cc1Br	19	-0.7	-10	-3	-7	0	-20	-0.1	1	98
COc1ccc(C(=O)NCC(=O)OCc2ccccc2F)cc1	4	0.2	-3	2	-3	12	-2	0.2	1	95
c1ccc(N=NN2CCOCC2)cc1	19	-0.8	0	5	8	-1	-5	0.0	1	100
CCc1cccc(C)c1NC(=O)C1C2CCC(O2)C1C(=O)O (stereo not given)	10	-1.9	-3	-4	6	3	-4	0.0	1	96
Cc1oc(-c2ccccc2F)nc1CS(=O)CC(=O)NCc1ccc(Cl)cc1 (stereo not given)	0	-0.5	11	-2	-4	5	-3	0.0	0	101
CCCCn1c(N)c(N(CCOC)C(=O)c2ccc(Br)s2)c(=O)[nH]c1=O	-5	-0.6	-8	3	-7	2	-2	-0.2	1	95
O=C(O)COc1ccccc1/C=N/NC(=O)CSc1nnc(SCc2ccc(Cl)cc2)s1	-1	-0.7	-4	1	0	-15	-14	0.0	1	129
O=C(O)CCN1C(=O)/C(=C\c2ccc(-c3nc4ccccc4s3)o2)SC1=S	-2	-0.2	43	2	33	9	/	-0.7	0	82
CC(=O)C1C(c2ccc(C)cc2)c2c(n[nH]c2C)CC1(C)O (stereo not given)	-8	3.6	0	1	15	1	-5	-0.2	0	96
COc1cc(/C=C/C(=O)OCC(=O)Nc2ccccc2Sc2ccc(Cl)cc2)ccc1O	17	-0.2	0	-4	-18	-2	-17	0.5	-5	103

One compound at a time (already shown).
COc1ccc(/C=N/n2cnnc2)cc1Br as listed: PDI inh: 19; iPSC survival up: -0.7; Exocytosis inh: -10; m5-HT2A agonist: -3; Vif inh: -7; Cardio protect: 0; CaV13 ICDI inh: -20; aDG glyco act: -0.1; Glyco luc inh: 1; ABCB6 inh 2: 98
Cc1ccc(NC(=O)CCC(=O)NNS(=O)(=O)c2ccccc2)c(C)c1 as listed: PDI inh: -8; iPSC survival up: -1.7; Exocytosis inh: 1; m5-HT2A agonist: -1; Vif inh: 1; Cardio protect: 0; CaV13 ICDI inh: /; aDG glyco act: -0.2; Glyco luc inh: 4; ABCB6 inh 2: 116

Additional results.
SMILES	PDI inh	iPSC survival up	Exocytosis inh	m5-HT2A agonist	Vif inh	Cardio protect	CaV13 ICDI inh	aDG glyco act	Glyco luc inh	ABCB6 inh 2
CN(C)c1c(-c2ccccc2)cc(-c2ccccc2)[nH]c1=O	12	-0.2	-28	5	0	14	-4	0.2	7	101
O=C(CCc1nnc(CCCc2ccccc2)o1)N1CCCCCC1	-1	0.0	-1	-3	15	-2	-4	0.6	-2	96
CCOC(=O)c1c(C)oc2c(CC(=O)c3ccccc3)c(Cl)c(O)c(O)c12	12	1.5	-2	5	1	-1	-3	0.2	-2	92
COCCNC(=O)c1ccc(CS(=O)(=O)c2ccc(Cl)cc2)o1	1	11	0	-1	18	9	/	-0.7	-1	101
CCOC1=C2CN(S(=O)(=O)c3ccc(Cl)cc3)[C@H](c3ccccc3)C[C@@H]2N(S(=O)(=O)c2ccc(C)cc2)[C@H](c2ccccc2)C1	/	-0.2	-4	3	/	-1	-5	0.6	-12	92
COCCN(C(=O)c1cc2c(s1)CCCCC2)c1c(N)n(Cc2ccccc2)c(=O)[nH]c1=O	3	-0.3	5	4	4	-5	-5	-0.2	1	97
O=C(CSc1nncn1-c1cccnc1)N(c1ccccc1)c1ccccc1	12	0.1	-3	0	-2	5	3	0.4	0	95
CCCn1c(=O)c2c(nc3n2CCCN3CCc2ccccc2)n(C)c1=O	1	0.3	-7	5	-2	4	-4	0.0	5	87
COc1ccc(-c2cn3c4c(sc3n2)CCCC4)cc1	-17	-4.2	2	-4	-2	-22	-5	0.5	-18	92
COc1ccc(NC(=O)c2cc(S(=O)(=O)N3CCCCC3)ccc2N2CCCCC2)cn1	-2	0.4	-2	-5	1	1	-8	-0.1	-2	94
CC(C)n1c(NCCc2ccccc2)nc2c1c(=O)n(C)c(=O)n2C	-8	7.2	-3	3	-12	-18	-5	2.2	-10	88
CCc1noc(C)c1C(=O)OC(C)C(=O)c1c(C)[nH]c2ccccc12 (stereo not given)	4	0.2	1	-5	-4	1	-3	0.0	2	94
C=C(C)C1CC=C(C)/C(=N\NC(=O)CNc2cccc3ccccc23)C1 (stereo not given)	8	1.5	1	-2	/	-4	-3	0.0	2	105
Cc1ccccc1NC(=O)c1cccc(S(=O)(=O)N2CCOCC2)c1	-12	-0.6	1	-4	/	2	-4	-0.1	1	94
CC1=C(C(=O)OCc2ccccc2)C(c2ccsc2)NC(=O)N1C (stereo not given)	-9	-3.1	-2	3	1	-11	1	0.0	0	100
Cc1ccc(S(=O)(=O)N2C[C@H]3N(C(=O)OC(C)C)N(C(=O)OC(C)C)C[C@H](OC(=O)NCc4ccccc4)[C@@]3(O)C2)cc1	14	2.7	6	-4	-2	-1	-3	0.4	7	99
COc1ccc(OC)c(NC(=O)C2(C)CCN2C(=O)Cc2ccc(Cl)cc2Cl)c1 (stereo not given)	-1	3.2	-2	-2	-2	-10	-11	0.3	-4	95
CCOc1ccccc1NC(=O)CSc1nc(=O)n(CCCN2CCOCC2)c2c1CCC2	-1	0.3	-6	1	-2	5	-16	0.4	-1	99
CCc1ccccc1NC(=O)CN(C)C(=O)CSc1nn(-c2ccc(F)cc2)c(=S)s1	1	-1.2	-4	-1	/	7	-2	-0.3	1	93
COc1cccc(-c2c(C(=O)N/N=C/c3ccco3)nnn2-c2nonc2N)c1	5	-0.2	-1	-2	-1	2	-3	-0.2	4	101
Cc1c(NC(=O)CCCN2C(=O)c3cccc4cccc(c34)C2=O)c(=O)n(-c2ccccc2)n1C	2	-2.6	-1	-1	-8	2	-2	-0.1	4	102
COC(=O)c1c(CSc2ccc(Cl)cc2)noc1C(=O)NCc1ccco1	-4	-4.0	-2	-12	2	-3	-4	0.0	0	96
C[C@H]1CN([C@@H](C)CO)C(=O)c2cc(Br)cnc2O[C@@H]1CN(C)S(C)(=O)=O	-7	0.7	-3	-1	/	2	-12	0.2	4	100
CCn1c(SCC(=O)O)nnc1C1CCCCC1	-5	0.9	-5	5	-5	-1	-9	0.0	1	104
c1ccc2c(Nc3nnc(-c4ccncc4)s3)cccc2c1	8	-1.6	-3	-5	-5	-4	/	0.8	1	100

Grouped by structure: those above containing fluorine (3)
SMILES	PDI inh	iPSC survival up	Exocytosis inh	m5-HT2A agonist	Vif inh	Cardio protect	CaV13 ICDI inh	aDG glyco act	Glyco luc inh	ABCB6 inh 2
COc1ccc(C(=O)NCC(=O)OCc2ccccc2F)cc1	4	0.2	-3	2	-3	12	-2	0.2	1	95
Cc1oc(-c2ccccc2F)nc1CS(=O)CC(=O)NCc1ccc(Cl)cc1 (stereo not given)	0	-0.5	11	-2	-4	5	-3	0.0	0	101
CCc1ccccc1NC(=O)CN(C)C(=O)CSc1nn(-c2ccc(F)cc2)c(=S)s1	1	-1.2	-4	-1	/	7	-2	-0.3	1	93

The main list resumes, starting four compounds before the break.
SMILES	PDI inh	iPSC survival up	Exocytosis inh	m5-HT2A agonist	Vif inh	Cardio protect	CaV13 ICDI inh	aDG glyco act	Glyco luc inh	ABCB6 inh 2
COC(=O)c1c(CSc2ccc(Cl)cc2)noc1C(=O)NCc1ccco1	-4	-4.0	-2	-12	2	-3	-4	0.0	0	96
C[C@H]1CN([C@@H](C)CO)C(=O)c2cc(Br)cnc2O[C@@H]1CN(C)S(C)(=O)=O	-7	0.7	-3	-1	/	2	-12	0.2	4	100
CCn1c(SCC(=O)O)nnc1C1CCCCC1	-5	0.9	-5	5	-5	-1	-9	0.0	1	104
c1ccc2c(Nc3nnc(-c4ccncc4)s3)cccc2c1	8	-1.6	-3	-5	-5	-4	/	0.8	1	100
CCc1nn(-c2ccccc2)c(N)c1-c1ccc(OC)c(OC)c1	2	-0.8	-4	-5	-4	9	/	-0.1	1	115
Cc1cccc(NC(=O)c2cnc3sccn3c2=O)n1	2	-0.5	7	6	-1	0	-6	-0.2	4	99
COc1ccc(C(=O)NCc2nnc(SCC(=O)Nc3cccc(F)c3)o2)cc1	-11	-0.7	5	4	6	0	-6	0.0	3	100
CCCOc1ccc(-c2c(C(=O)N/N=C/C3CC=CCC3)nnn2-c2nonc2N)cc1 (stereo not given)	-1	0.4	-1	-4	-7	8	-5	-0.3	5	98
O=C(/C=C/[C@H]1O[C@@H](n2ccc(=O)[nH]c2=O)[C@H](O)[C@@H]1O)NCc1cccnc1	/	0.8	0	-1	-4	0	-3	0.3	2	103
O=C(Nc1cccs1)Nc1ccccc1Br	-1	-2.7	-3	8	7	-10	-6	-0.2	-1	90

Taken from above.
c1ccc2c(Nc3nnc(-c4ccncc4)s3)cccc2c1 – Cardio protect: -4
O=C(O)COc1ccccc1/C=N/NC(=O)CSc1nnc(SCc2ccc(Cl)cc2)s1 – PDI inh: -1
COc1ccc(C(=O)NCc2nnc(SCC(=O)Nc3cccc(F)c3)o2)cc1 – Cardio protect: 0
CCc1noc(C)c1C(=O)OC(C)C(=O)c1c(C)[nH]c2ccccc12 (stereo not given) – Exocytosis inh: 1

Assay outcomes from PubChem.
